Bim-Bcl-B – disrupts Bim peptide binding to human Bcl-B; Q9HD36; bead-based flow cytometry; inhibition, % at 10 µM; actives 0.073% (n = 190,000); AID 951;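 also: 0% = tracer peptide without compound and 100% = reference inhibitor peptide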
Bfl-1 Bim block – disrupts Bim binding to human Bfl-1. Q16548. Bead-based flow cytometry, Bim-Bfl-1 binding inhibition. inhibition, % at 10 µM. actives 0.12% (n = 190,000). AID 1008;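 also: 0% = wells without compound plus tracer and 100% = blocker peptide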
Mcl1-Bid inh – disrupts binding of human Mcl-1 to Bid peptide; actives 0.97% (n = 220,000); TR-FRET Mcl-1/Bid-Dy647 peptide binding, 1536-well; inhibition, % at 21.7 µM;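 active = compounds that cut the binding signal by more than half at the single screening dose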;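 also: His-tagged Mcl-1 with europium anti-His antibody binding Bid BH3 peptide; 0% = Mcl-1 plus peptide wells and 100% = peptide-only wells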
Mcl-1 Bim block – human Bim-Mcl-1 interaction inhibition. Q07820. AID 1009. actives 0.1% (n = 190,000). inhibition, % at 10 µM. Bead-based flow cytometry, Bim peptide-Mcl-1 binding;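 also: 0% = no compound tracer wells and 100% = peptide blocker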
RGS8-Gao – modulates binding of RGS8 to human Galphao; actives 0.34% (n = 220,000); response (percent of control binding), % at 10 µM; multiplexed bead flow cytometry; actives lie on both sides; in the data active = response below about 60% or above about 140%; inactive = in between;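 also: Galphao activated as the GDP aluminium fluoride complex binding bead-coupled RGS8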
Target sequence (P09471 whole entry, looked up): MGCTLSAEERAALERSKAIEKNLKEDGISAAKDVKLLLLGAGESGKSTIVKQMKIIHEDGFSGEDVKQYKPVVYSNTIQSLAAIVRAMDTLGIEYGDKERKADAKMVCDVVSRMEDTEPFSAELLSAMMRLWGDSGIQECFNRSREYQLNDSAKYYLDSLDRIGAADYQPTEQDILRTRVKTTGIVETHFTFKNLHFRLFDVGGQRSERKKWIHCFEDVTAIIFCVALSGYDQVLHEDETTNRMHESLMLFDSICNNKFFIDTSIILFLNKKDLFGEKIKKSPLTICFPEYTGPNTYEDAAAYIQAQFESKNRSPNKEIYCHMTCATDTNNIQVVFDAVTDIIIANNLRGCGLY
Bim-Bcl-W – human Bim-Bcl-W interaction inhibition; Q92843; bead-based flow cytometry, Bim peptide-Bcl-W binding; inhibition, % at 10 µM; actives 0.02% (n = 190,000); AID 952;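 also: 0% = bound tracer without compound and 100% = peptide blocker; higher means less fluorescent Bim peptide bound to Bcl-W beads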
Target sequence (Q92843 whole entry, looked up): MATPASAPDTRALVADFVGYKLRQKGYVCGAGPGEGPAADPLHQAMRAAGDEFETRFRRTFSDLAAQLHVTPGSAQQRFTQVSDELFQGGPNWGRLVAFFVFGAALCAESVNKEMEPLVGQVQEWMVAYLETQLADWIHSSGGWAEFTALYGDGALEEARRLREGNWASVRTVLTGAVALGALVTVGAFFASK
RGS7-Gao – regulators of human RGS7-Galphao interaction | P09471 | Multiplexed bead flow cytometry, RGS7-Galphao binding; actives lie on both sides | binding response (% of control), % at 10 µM | actives 0.35% (n = 220,000) | AID 1439; in the data active = binding response below about 49% or above about 150%; inconclusive = no clear call, values can overlap the other calls; inactive = in between;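 also: fluorescent Galphao held in activated GDP-AlF4 state binding bead-coupled RGS7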
RGS4-Gao reg – human RGS4-Galphao interaction regulation. P09471. actives 0.33% (n = 220,000). binding response (% of control), % at 10 µM. Multiplexed bead flow cytometry, RGS4-Galphao binding; actives lie on both sides; in the data active = binding response below about 49% or above about 150%; inactive = in between;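 also: fluorescent Galphao activated with aluminum fluoride binding bead-coupled RGS4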
GSH fluor – compound fluoresces at 488/530 nm on GSH beads. GSH beads flow cytometry, compound fluorescence 488/530 nm; stronger effect = higher value. fluorescence (KMESF) at 10 µM. actives 0.25% (n = 190,000); in the data active = fluorescence above about 89;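 also: glutathione beads carrying GST-tagged Bcl family fusion proteins plus one bare bead set; values are compound well signal with DMSO vehicle wells as background; inactives centre near 16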
Bim-Bcl-2 – human Bim-Bcl-2 interaction inhibition; actives 0.06% (n = 190,000); Bead-based flow cytometry, Bim peptide-Bcl-2 binding; inhibition, % at 10 µM; P10415; in the data active = inhibition above about 40%; inconclusive = no clear call, values can overlap the other calls;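 also: 0% = no compound wells with probe peptide and 100% = reference peptide inhibitor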
Target sequence (P10415 whole entry, looked up): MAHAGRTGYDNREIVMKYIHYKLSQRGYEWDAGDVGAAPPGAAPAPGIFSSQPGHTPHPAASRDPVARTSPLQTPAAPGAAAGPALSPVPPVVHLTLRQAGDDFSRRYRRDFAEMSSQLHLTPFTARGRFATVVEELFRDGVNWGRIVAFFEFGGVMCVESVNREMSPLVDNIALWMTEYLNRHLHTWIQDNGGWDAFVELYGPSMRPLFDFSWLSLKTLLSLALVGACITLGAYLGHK
Bcl-XL Bim block – inhibitors of Bim-Bcl-XL interaction, human | Bim peptide-Bcl-XL binding, bead flow cytometry, fluorescence | inhibition, % at 10 µM | actives 0.04% (n = 190,000) | AID 1007
Target sequence (Q07817 whole entry, looked up): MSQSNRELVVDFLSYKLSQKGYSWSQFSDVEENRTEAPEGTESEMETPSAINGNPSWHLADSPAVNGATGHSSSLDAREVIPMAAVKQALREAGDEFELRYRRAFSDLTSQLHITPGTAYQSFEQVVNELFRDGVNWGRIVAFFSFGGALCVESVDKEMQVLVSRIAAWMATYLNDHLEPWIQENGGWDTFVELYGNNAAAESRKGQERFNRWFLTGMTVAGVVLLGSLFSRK
* hit, by the source's call; u = inconclusive; x = not tested or not shown; [ ] = another dose, or the depositor's remark. Rule as the data show it, unless noted: active = inhibition above about 40%.

Bcl-XL Bim block	RGS8-Gao	Bim-Bcl-B	Mcl-1 Bim block	GSH fluor	Molecule	Bim-Bcl-W	Bim-Bcl-2	Mcl1-Bid inh	RGS4-Gao reg	Bfl-1 Bim block	RGS7-Gao
-7	98	-3	-2	65	CCOC(=O)N1CCC(NC(=O)c2ccc3nc(N4CCOCC4)sc3c2)CC1	-2	-1	-9	96	0	96
0	x	-8	0	44	Cn1c(N2CCCC2)nc2c1c(=O)n(Cc1ccc(Cl)cc1)c(=O)n2C	4	-7	-39	x	-10	x
-4	99	-4	-2	10	COc1cc(OC)c(OC)cc1CN1CCCC(C(=O)c2ccc3c(c2)OCO3)C1 (stereo not drawn)	-2	-4	-19	101	-4	99
2	101	0	3	18	O=C1CCCC2=C1C(c1cccc(O)c1)c1c(ccc3ncccc13)N2 (stereo not drawn)	0	-1	-1	101	-1	103
-5	102	-5	-2	17	Cn1nc(-c2ccccc2)c(N2CCCCC2)cc1=O	-3	-5	39	99	-6	99
-2	100	0	-3	10	CCN(CC)S(=O)(=O)c1cccc(NC(=O)COc2ccc(Cl)cc2Br)c1	-3	1	-11	99	-1	101
0	79	0	0	16	Fc1cccc(/C=N/Nc2ncnc3nc[nH]c23)c1	-1	2	2	94	0	96
0	103	-2	-3	24	CCCNC(=O)c1cnc(Sc2ncc(C(F)(F)F)cc2Cl)n1C	0	-4	-14	96	-3	102
-11	99	-7	-3	32	NC(=O)c1ccc(C(F)(F)F)n(Cc2c(Cl)cccc2Cl)c1=O	0	-8	0	98	-16	100
-10	100	-12	-8	8	NS(=O)(=O)c1cnccc1Nc1ccc(Cl)c(Cl)c1	-7	-7	-53	99	-3	101
-3	102	-7	0	24	O=C(O)COc1ccc(Oc2ccccc2)cc1	1	-6	5	100	-15	100
0	104	0	0	18	CCc1ccc(C2CC(c3ccccc3)Nc3nc(N)nn32)cc1 (stereo not drawn)	2	-2	-7	104	-3	108
-3	101	-4	-2	18	CC(C)(C)S(=O)(=O)c1ccc(S(=O)(=O)C(C)(C)C)s1	-2	-2	-16	97	-3	99
-7	107	-6	-4	15	O=C(NCc1ccccc1)N1CCN(c2ccc(F)cc2)CC1	-4	-1	-11	102	-2	101
-8	103	-3	-3	15	O=C(NN1C(=O)C2C(c3ccccc3)C=CC(c3ccccc3)C2C1=O)c1ccccc1 (stereo not drawn)	-5	-5	-2	100	-7	103
-7	101	-9	-1	23	Cc1cc(C)c2cc(CN(CCO)C(=O)Nc3ccc(Cl)cc3)c(=O)[nH]c2c1	0	-12	-11	99	-18	102
-4	98	-12	-2	12	O=C1c2ccccc2C2=Nc3ccccc3SC(c3ccc(Cl)cc3)C12 (stereo not drawn)	-3	-1	0	100	-12	98
-5	103	-7	0	17	CCCOc1cccc(OCC(=O)Nc2nc3ccccc3[nH]2)c1	-4	0	-4	101	0	102
-2	101	-3	0	13	O=C(c1ccco1)N1CCN(S(=O)(=O)c2ccc(S(=O)(=O)NC3CCCCC3)cc2)CC1	3	-5	0	100	-10	98
0	94	-7	-6	10	Cc1ccc(CNC(=O)Nc2ccc(C)cc2)cc1	-2	-2	-11	95	1	93
0	97	5	0	29	COCCNC(=O)CCCCCN1C(=O)CCC1=O	0	9	-18	98	9	98
0	104	-2	-3	16	COc1ccc(Nc2nc(-c3ccccc3)nc3ccccc23)c(OC)c1	-3	-3	-11	101	-4	100
-3	98	-4	-3	25	COc1ccc([N+](=O)[O-])cc1NC(=O)CSc1ccccc1	-2	-6	4	99	-2	98
-8	98	-5	2	47	CN1CCN(CCNC(=O)Nc2ccccc2C(F)(F)F)CC1	2	-5	-13	100	-10	98
1	99	-1	0	11	O=C(c1ccc2c(c1)OCO2)C1CCCN(C2CCN(CCc3ccccc3)CC2)C1 (stereo not drawn)	-1	-2	-22	103	-5	100
2	100	-3	-1	14	[O-]/C(=C(\C(=S)NCc1ccco1)[n+]1ccccc1)c1ccccc1Br	0	3	-4	86	5	99
-2	105	-5	0	17	O=[N+]([O-])c1ccc(Nc2cccc(F)c2)nc1	-2	-8	-3	92	-12	105
9	105	-5	0	32	COc1ccc(CCCc2nnc(SCC(=O)Nc3ccc(C)c(C)c3)o2)cc1	0	-5	-13	106	-10	107
-6	103	-2	-1	22	Cc1cnc2ncc3sccc3c2c1	0	-4	4	102	-3	104
0	99	-7	-3	11	COCCN=C1NN=C(c2ccc(NC(C)=O)cc2)CS1	0	-1	-24	102	1	101
-13	83	-1	0	40	C#CCOC(=O)C(NC(=O)c1ccccc1)=C(C)C	-3	0	10	78	0	90
-3	100	-6	-5	14	CCOc1ccc(N2C(=O)CN=C2Nc2ccccc2F)cc1	-2	2	-8	102	0	102
0	100	1	-1	11	CCOc1ccccc1NC(=O)CSc1nnc(-c2cnccn2)n1CC	7	2	-19	100	0	101
0	88	-3	-3	8	NNC(=O)c1ccc(Cl)cc1Cl	0	4	-8	99	-1	104
-5	102	-7	-4	29	CC(=O)Nc1ccccc1-c1nc2ccc(C(=O)N3CCN(c4cc(C)ccc4C)CC3)cc2[nH]c1=O	-3	-4	-13	111	-8	168*[activator]
-4	104	-4	0	36	Cc1nc(N)sc1Cc1ccc2c(c1)OCO2	-3	-2	-35	105	-5	103
-3	97	-7	-1	17	COc1ccc(N2CCN(C(c3ccccc3OC)c3nnnn3C3CCCC3)CC2)cc1 (stereo not drawn)	1	-8	34	96	-12	99
-5	100	-6	-1	14	Cc1c(C(=O)OC2CCC(C)CC2)[nH]c2c1C(=O)CCC2 (stereo not drawn)	0	-6	20	99	1	96
0	106	-2	0	9	COc1ccc(NCC(=O)N/N=C2\CCCC(C)C2)cc1 (stereo not drawn)	0	2	-13	96	1	101
-4	98	-1	-8	10	CCC(C)c1ccc(NC(=O)COc2c(F)c(F)c(C(F)(F)F)c(F)c2F)cc1 (stereo not drawn)	-4	-3	-3	100	-2	102

Look-ups from the results shown.
CCC(C)c1ccc(NC(=O)COc2c(F)c(F)c(C(F)(F)F)c(F)c2F)cc1 (stereo not drawn) in RGS7-Gao: 102
COCCNC(=O)CCCCCN1C(=O)CCC1=O in RGS7-Gao: 98

One compound at a time, from the list above.
`O=C1CCCC2=C1C(c1cccc(O)c1)c1c(ccc3ncccc13)N2` (stereo not drawn) is listed with Bcl-XL Bim block = 2; RGS8-Gao = 101; Bim-Bcl-B = 0; Mcl-1 Bim block = 3; GSH fluor = 18; Bim-Bcl-W = 0; Bim-Bcl-2 = -1; Mcl1-Bid inh = -1; RGS4-Gao reg = 101; Bfl-1 Bim block = -1; RGS7-Gao = 103
`C#CCOC(=O)C(NC(=O)c1ccccc1)=C(C)C` is listed with Bcl-XL Bim block = -13; RGS8-Gao = 83; Bim-Bcl-B = -1; Mcl-1 Bim block = 0; GSH fluor = 40; Bim-Bcl-W = -3; Bim-Bcl-2 = 0; Mcl1-Bid inh = 10; RGS4-Gao reg = 78; Bfl-1 Bim block = 0; RGS7-Gao = 90
`CC(C)(C)S(=O)(=O)c1ccc(S(=O)(=O)C(C)(C)C)s1` is listed with Bcl-XL Bim block = -3; RGS8-Gao = 101; Bim-Bcl-B = -4; Mcl-1 Bim block = -2; GSH fluor = 18; Bim-Bcl-W = -2; Bim-Bcl-2 = -2; Mcl1-Bid inh = -16; RGS4-Gao reg = 97; Bfl-1 Bim block = -3; RGS7-Gao = 99

Additional entries:
Bcl-XL Bim block	RGS8-Gao	Bim-Bcl-B	Mcl-1 Bim block	GSH fluor	Molecule	Bim-Bcl-W	Bim-Bcl-2	Mcl1-Bid inh	RGS4-Gao reg	Bfl-1 Bim block	RGS7-Gao
0	97	-3	-6	19	Cn1c(SCc2nc3ccccc3c(=O)[nH]2)nnc1-c1ccco1	-1	-2	50	97	0	99
0	101	0	3	10	C/C(O)=C(\N=Nc1cc(C)ccc1O)C(N)=O	-2	2	-6	101	-1	101
-4	97	-6	-2	7	C#CCn1c(=NC(=O)c2cc(Cl)sc2Cl)sc2cc(S(N)(=O)=O)ccc21	-3	0	-178	100	2	100
-5	98	-1	2	24	Cc1ccnc(SCc2cc(=O)c(OC(=O)c3ccccc3)co2)n1	4	1	-33	93	-4	97
-2	99	-10	-1	23	CCCC(=O)N1CCN(c2ccc(NC(=S)NC(=O)CC)cc2)CC1	0	-9	-44	96	-12	101
-4	96	-6	-5	16	CCC(Cc1ccccc1)NCc1c(C(=O)O)c(C)n(Cc2ccccc2)c1C (stereo not drawn)	-6	-2	-31	99	-6	93
-3	103	-5	-3	15	NC(=S)Nc1ccc2cc[nH]c2c1	-3	0	-47	99	-2	99
-3	102	-1	-2	12	CCc1cccc(C)c1NC(=O)CN(C)Cc1ccc(Br)cc1	-1	0	-25	103	-4	u
-5	101	-4	-3	11	O=C(NC(=S)Nc1ccccc1N1CCOCC1)c1ccc(-c2cc(Cl)ccc2Cl)o1	-4	0	-57	99	0	99
-2	104	-2	-2	24	CCn1cc(C(=O)NCc2ccccc2Cl)cn1	-2	4	-7	105	0	105
-1	102	-3	-2	18	C#CCn1c(=NC(=O)CSC(C)=O)sc2cc(F)ccc21	0	0	-7	96	-5	105
-1	100	0	0	14	COC(=O)c1ccccc1NC(=O)COC(=O)c1ccc(C)c(NC(=O)c2ccco2)c1	-2	0	-16	100	0	95
0	107	1	0	8	CCC(=O)NNc1ncnc2c1cnn2-c1cccc(C)c1	0	3	-2	100	5	98
-1	96	-3	0	6	Cc1ccc(-n2c(=O)c3c(n4cnnc24)-c2ccccc2CC32CCCCC2)cc1	1	6	-2	108	3	78
0	101	-7	0	23	O=c1cc(CN2CCN(c3ccccc3F)CC2)c2cc(O)c(-c3ccccc3)cc2o1	-1	0	4	102	0	105
-1	100	-4	-1	12	CCOC(=O)c1cc(NC(=O)Nc2ccc(Br)cc2)c(C)nc1C	0	-2	13	103	-7	98
-3	100	-5	0	15	COc1ccc(-c2cc3nc(C)c(CCC(=O)NC(C)CCc4ccco4)c(C)n3n2)c(OC)c1 (stereo not drawn)	1	-9	-11	101	-10	102
-1	104	-1	0	5	Cc1ccc(S(=O)(=O)Nc2cc(C(F)(F)F)ccc2N2CCOCC2)c(C)c1	0	0	-22	102	0	101
-2	100	-7	-2	23	COC(=O)Cc1c(C)c2ccc(OC(=O)c3ccccc3)cc2oc1=O	-3	-1	20	99	-1	97
-1	101	-1	0	28	COc1ccc(C(=O)NC2CCCCC2)cc1S(=O)(=O)N1CCCC1	0	-3	-17	100	-3	100
0	104	0	0	6	O=C(CCC(=O)c1ccc(Oc2ccccc2)cc1)Nc1ccc(Cl)cc1Cl	0	-2	-22	101	-4	102
-5	103	-6	-1	21	O=C(O)CN(CCO)CCN(CC(=O)O)CC(=O)O	-3	0	-24	101	-2	104
-3	99	-9	0	13	O=C(Cc1ccccc1Cl)Nc1cccc(S(=O)(=O)N2CCOCC2)c1	-2	-11	-3	99	-13	103
1	100	-1	1	17	Cc1ccc(CNC(=O)C2CC(=O)N(C3CCCCCC3)C2)cc1 (stereo not drawn)	-1	0	-35	101	2	103
-1	100	-5	-3	17	CCc1nc(NC(C)C)c2oc3ccccc3c2n1	-1	0	43	102	-4	96
-2	98	-6	-3	17	CCOC(=O)CSc1nc(-c2ccncc2)ccc1C#N	-2	-2	5	96	0	98
-4	101	-5	-2	16	Cn1c(NC(=O)c2ccccc2F)cc(=O)n(C)c1=O	-2	-3	-13	97	-10	102
-3	98	-19	-1	10	Cc1ccccc1N1C(=S)NC2c3ccccc3OC1(C)C2C(=O)N(C)C (stereo not drawn)	-2	-4	-39	100	0	116
-5	105	-5	-2	13	Nc1cc(OCC(F)(F)F)cc(OCC(F)(F)F)c1	-4	-4	-16	104	-6	u
